# Screening data (PubChem BioAssay)
# CD11b adhes inh: inhibitors of human CD11b/CD18 binding to fibrinogen; P05107+P11215; K562 CD11b/CD18 adhesion to fibrinogen, ATPlite luminescence; Mn2+ added to activate the integrin; inhibition, % at 10 µM; 0.54% of 93,000 active; AID 1497;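 active = primary inhibition of 50% or more at 10 µM, then 40% or more on retest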; note: some results filed as inactive read as strong as hits
# ERa coact pot: enhances coactivator binding to human estrogen receptor alpha. AID 639. P03372. TR-FRET ERalpha-LBD/SRC-Cy5 coactivator binding, 2 h; 100 = basal binding, no effect. coactivator binding (% of control), % at 25.6 µM. 1.3% of 86,000 active; in the data active = activity above about 200%;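 note: binding measured in presence of low estradiol as agonist stimulus; 0% = peptide alone without receptor and 100% = receptor with peptide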
# Target sequence (P03372 whole entry, looked up, the tested form may be a part): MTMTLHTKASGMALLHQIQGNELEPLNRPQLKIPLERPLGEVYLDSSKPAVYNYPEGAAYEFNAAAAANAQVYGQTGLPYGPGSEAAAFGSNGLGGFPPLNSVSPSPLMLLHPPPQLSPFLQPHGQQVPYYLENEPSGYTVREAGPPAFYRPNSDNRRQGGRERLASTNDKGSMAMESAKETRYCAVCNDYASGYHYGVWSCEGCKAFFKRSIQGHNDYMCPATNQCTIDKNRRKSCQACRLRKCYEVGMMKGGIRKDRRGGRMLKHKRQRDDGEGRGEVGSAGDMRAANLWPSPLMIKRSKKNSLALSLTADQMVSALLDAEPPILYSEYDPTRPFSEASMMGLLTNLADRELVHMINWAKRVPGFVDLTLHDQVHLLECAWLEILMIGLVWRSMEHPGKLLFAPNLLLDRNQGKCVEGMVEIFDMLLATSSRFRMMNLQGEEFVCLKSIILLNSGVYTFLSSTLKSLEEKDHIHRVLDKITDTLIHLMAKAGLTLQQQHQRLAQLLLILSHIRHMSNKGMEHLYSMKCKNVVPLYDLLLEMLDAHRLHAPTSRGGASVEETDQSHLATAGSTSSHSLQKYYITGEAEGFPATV
# Mac1 fbg enh: enhancers of human CD11b/CD18 binding to fibrinogen; P05107+P11215; K562 CD11b/CD18 adhesion to fibrinogen, ATPlite luminescence; activation, % at 10 µM; 0.07% of 93,000 active; AID 1499;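 active = 10 µM primary screen giving 50% or more activity, confirmed by 40% or more on retest at that dose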; note: strong numbers were not always called active
# ERa SRC1 inh: ER-alpha (human) coactivator binding inhibition | 1.7% of 86,000 active | TR-FRET ER-alpha LBD / SRC-1 peptide, estradiol-bound | P03372 | inhibition, % at 25.6 µM; in the data active = inhibition above about 50%;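 note: 0% = receptor plus peptide control and 100% = peptide only without receptor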
# PLK1 PBD inh: Plk1 (human) PBD binding inhibition | inhibition, %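 (tested at about 20 µM)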 | 0.13% of 97,000 active | Plk1 PBD phosphopeptide binding, fluorescence polarization | P53350; in the data active = inhibition above about 34%, passing the limit was not always enough
# FAK inh: FAK (human) kinase inhibition; 0.84% of 97,000 active; biochemical FAK kinase activity assay; inhibition, %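 (tested at 7 µM)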; in the data active = inhibition above about 19%;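 note: 0% = DMSO and 100% = reference compound high control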
# HIV Rev-RRE inh: HIV Rev-RRE protein-RNA interaction inhibition. inhibition, % at 8 µM. 0.79% of 97,000 active. Rev peptide-RRE RNA binding, FRET. AID 704;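 active = inhibition above the screen-wide mean plus 3 SD, cut at about 35% in these data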;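 note: 0% = median DMSO wells and 100% = median Neomycin B control wells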
#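 Assay system: labelled RRE RNA duplex and labelled Rev peptide / Medium: HEPES pH 7.5 salt buffer with EDTA / Reagent: labelled Rev peptide / Schedule: 5 + 15 min at 25 °C / Signal: FRET, excitation 480 nm, emission 540 nm donor and 671 nm acceptor / Benchmarks: DMSO and neomycin B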
# PLK1 inh: PLK1 (human) kinase inhibition; 0.53% of 97,000 active; AID 619; inhibition, % at 10 µM; recombinant PLK1 kinase, TR-FRET peptide phosphorylation; P53350;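 active = inhibition of 50% or more in the single-concentration screen; inactive = inhibition below 50%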;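 note: 0% = DMSO max control and 100% = H-89 dihydrochloride min control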
# ERb SRC1 inh: ER-beta (human) coactivator binding inhibition. AID 633. TR-FRET ER-beta LBD / SRC1-Cy5 peptide binding; receptor agonist-loaded with 1 µM estradiol. inhibition, % at 25.6 µM. 1.3% of 86,000 active;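 active = compounds whose percent inhibition of the receptor-coactivator binding signal exceeds about 50% in the single-dose screen, limit read from the data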;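 note: 0% = receptor plus peptide wells without compound and 100% = peptide-only wells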
# Target sequence (Q92731 whole entry, looked up, the tested form may be a part): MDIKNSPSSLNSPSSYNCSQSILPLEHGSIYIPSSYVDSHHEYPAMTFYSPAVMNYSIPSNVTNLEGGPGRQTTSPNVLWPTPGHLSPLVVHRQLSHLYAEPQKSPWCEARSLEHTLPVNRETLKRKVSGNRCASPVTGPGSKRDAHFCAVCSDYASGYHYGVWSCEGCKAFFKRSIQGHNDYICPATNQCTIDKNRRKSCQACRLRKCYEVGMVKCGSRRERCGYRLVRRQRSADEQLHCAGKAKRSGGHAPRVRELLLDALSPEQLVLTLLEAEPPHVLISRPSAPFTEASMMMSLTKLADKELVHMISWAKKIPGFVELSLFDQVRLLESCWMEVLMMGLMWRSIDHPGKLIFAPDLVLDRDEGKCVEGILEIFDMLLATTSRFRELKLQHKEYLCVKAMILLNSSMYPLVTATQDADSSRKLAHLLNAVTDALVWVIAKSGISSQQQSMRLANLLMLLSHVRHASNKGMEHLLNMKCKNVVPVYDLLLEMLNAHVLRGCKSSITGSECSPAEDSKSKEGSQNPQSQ
# Active calls of the source: *; . = not tested or not shown; [ ] = dose if it differs, or a comment. Rows are unselected; 4.7% or so of the library scored in one or more.
SMILES,CD11b adhes inh,ERa coact pot,Mac1 fbg enh,ERa SRC1 inh,PLK1 PBD inh,FAK inh,HIV Rev-RRE inh,PLK1 inh,ERb SRC1 inh
Cc1ccc(-n2ncc3c(=O)n(CC(=O)NC4CCCC4)cnc32)cc1C,-4.4,101.6[fluorescence artefact?],-3.2,-3.2,13.1,-4.9,1.2,-12.1,-1.3
N=c1c2c3c(sc2ncn1CCN1CCOCC1)CCCCC3,-2.0,115.6,-5.9,-6.2,-17.7,-0.3,5.1,-3.1,-4.8
CCc1nc(Nc2ccc3c(c2)OCO3)c2oc3ccccc3c2n1,.,.,.,.,-8.0,-0.3,7.8,-10.3,.
O=C(CSc1nnc(-c2ccc(F)cc2)o1)c1ccc2c(c1)OCCO2,10.9,151.8[fluorescence artefact?],79.0,30.1[fluorescence artefact?],-12.4,-0.9,0.6,-2.4,23.4[fluorescence artefact?]
O=C(c1ccc(COc2ccc(F)cc2)o1)n1cc(Br)cn1,.,129.6,.,50.0[fluorescence artefact?],18.4,0.7,7.6,-8.1,48.5
Cc1ccc2ccc(C3C(=O)c4ccccc4C3=O)nc2c1,.,395.3*,.,11.1,8.0,12.7,8.1,-11.1,2.5[fluorescence artefact?]
Cc1cccnc1Nc1nc(-c2ccc(O)cc2)cs1,3.5,54.0[fluorescence artefact?],-1.2,10.4,-15.2,1.2,6.8,-1.0,13.7
Cc1cc(NC(=O)c2noc3c2CCCC3)nn1Cc1ccc(Cl)cc1,0.8,83.3,0.9,9.1,9.1,-0.8,4.8,-5.7,2.3
CCC(C)(C)n1nnnc1C(c1cc2ccc(OC)cc2[nH]c1=O)N1CCc2ccccc21 (stereo not drawn),-8.2,256.2*,-2.5,18.8[fluorescence artefact?],-9.4,0.6,7.2,-6.0,6.4
CC(C)NC(=O)CSc1ccccc1C(=O)NCc1ccc2c(c1)OCO2,-15.8,98.8,-0.5,-4.9,-11.6,0.0,7.0,-1.2,4.3
CCn1c(SCC(=O)Nc2ccccc2C(=O)OC)nc2c1c(=O)n(C)c(=O)n2C,1.0,83.2,-1.4,9.4,.,.,.,.,10.6
N#Cc1cc([N+](=O)[O-])ccc1Oc1cccc(/C=N/NC(=O)c2cccc(Cl)c2)c1,11.8,.,0.2,.,-8.9,1.8,-0.2,-7.2,.
COc1ccc(CCNC(=O)CCn2c(=O)[nH]c3cc(OC)c(OC)cc3c2=O)cc1OC,.,117.2,.,5.7,-0.7,-0.2,8.1,-11.2,6.8
O=c1[nH]cnc2c1oc1ccccc12,-6.8,124.0,-4.4,3.1,6.6,6.6,13.0,-7.7,3.2[fluorescence artefact?]
Nc1nc(SCc2nnc(SCC(=O)O)n2-c2ccccc2)nc2sc3c(c12)CCCC3,-3.5,102.2,-2.5,7.4,2.2,-0.5,-3.1,-5.8,3.2[fluorescence artefact?]
CC1CC(C)CN(C(=O)CSc2nnc(-c3ccc(Cl)s3)o2)C1 (stereo not drawn),3.6,114.6,0.4,1.1,.,.,.,.,3.1
CC(C)Cn1nnc2c(=O)oc3ccccc3c21,.,.,.,.,1.9,4.2,9.6,-14.2,.
O=C(Nc1nc(-c2ccc(-c3ccccc3)cc2)cs1)C1CCCO1 (stereo not drawn),47.3,120.8,-3.3,8.0,9.5,3.5,-3.6,40.7,-1.8
O=C1C2C3C=CC(C3=C(c3ccccc3)c3ccccc3)C2C(=O)N1CCO (stereo not drawn),4.3,88.3,2.2,-2.9,-28.7,-0.2,4.0,3.5,-10.6
O=C(CN1C(=O)CCS(=O)(=O)c2ccccc21)Nc1cccc(Cl)c1,.,114.7,.,-9.7,9.8,2.7,3.4,-10.6,-4.0
O=C(CSc1ncc(-c2ccc(F)cc2)[nH]1)NCc1ccco1,-0.9,121.6,-2.4,8.3,-48.1,3.5,0.6,1.1,18.9
Cc1ccc(S(=O)(=O)N2CCN(c3ccc(S(=O)(=O)N4CCOCC4)cn3)CC2)cc1,-7.5,345.9*[fluorescence artefact?],29.9,-14.8[fluorescence artefact?],17.5,-2.2,3.7,-9.2,31.3[fluorescence artefact?]
COc1ccc(C(C#N)N2N=C(C)CC2(C)C)cc1OC (stereo not drawn),15.8,93.2,2.2,-7.4,-0.9,-9.3,2.0,-4.7,-5.8
CNC(=O)Cn1nc(C)c2ccccc2c1=O,-7.1,109.3,-4.5,15.9,16.3,2.8,7.3,8.9,20.3
C=C(c1ccc(O)cc1)c1ccc(O)cc1,9.5,29.6,0.7,24.3,-21.9,0.9,5.6,6.6,8.4

# Record cards, from the list above. Values in the order: CD11b adhes inh, ERa coact pot, Mac1 fbg enh, ERa SRC1 inh, PLK1 PBD inh, FAK inh, HIV Rev-RRE inh, PLK1 inh, ERb SRC1 inh
# `O=C(CN1C(=O)CCS(=O)(=O)c2ccccc21)Nc1cccc(Cl)c1` across the screens: ., 114.7, ., -9.7, 9.8, 2.7, 3.4, -10.6, -4.0
# `O=C(CSc1ncc(-c2ccc(F)cc2)[nH]1)NCc1ccco1` across the screens: -0.9, 121.6, -2.4, 8.3, -48.1, 3.5, 0.6, 1.1, 18.9

# Continuation.
SMILES,CD11b adhes inh,ERa coact pot,Mac1 fbg enh,ERa SRC1 inh,PLK1 PBD inh,FAK inh,HIV Rev-RRE inh,PLK1 inh,ERb SRC1 inh
Cc1ccccc1OCC(=O)NCCN(C)C,-1.6,103.7,1.6,-9.2,-31.2,-0.5,6.7,-15.0,-0.1
O=C(Nc1ccc(SC(F)F)cc1)c1cccc2nc3ccccc3nc12,28.1,100.1,-4.2,-6.0,-16.7,3.6,5.6,-5.1,-9.3
Cn1c(=O)c2cn(-c3cccc4ccccc34)cc2n(C)c1=O,-6.1,101.7,-0.7,-4.3,.,.,.,.,-12.6
Cc1nn(Cc2c(F)c(F)c(F)c(F)c2F)c(C)c1NC(=O)c1ccc(COc2cc(Cl)ccc2Cl)cc1,4.5,.,-2.4,.,-25.2,-3.3,-4.4,-12.0,.
CN1CCN(C(=O)c2cc3c(ccc4ccccc43)oc2=O)CC1,-0.6,128.9,-5.6,-6.4,-13.5,-2.2,11.2,8.1,-4.4
Cc1nn(Cc2ccccc2)c(C)c1NC(=O)c1cc(-c2cccs2)on1,-10.5,113.5[fluorescence artefact?],-0.2,-6.6,-0.5,-5.8,6.2,-12.9,3.4
Nn1c(-c2cccs2)nc2sc3c(c2c1=O)CCCC3,37.7,95.0[fluorescence artefact?],-3.7,-3.1,-25.6,5.6,11.8,-4.4,-0.1
C=CCNc1sc(C(=O)c2ccccc2)c(N)c1-c1nc2ccccc2s1,43.9,101.1,-1.5,18.6,0.6,-1.4,25.6,-13.3,26.6[fluorescence artefact?]
Cc1cccc(NC(=O)c2ccc(N3CCCCC3)c([N+](=O)[O-])c2)n1,15.3,.,-3.7,.,-14.0,-6.9,6.1,-7.7,.
c1ccc(CN2CCN(c3nc(-c4ccccc4)nc4ccccc34)CC2)cc1,1.2,125.0,2.4,-3.4,-23.1,-0.4,12.6,-12.5,-4.4
COC(=O)C1=C(CSc2nncn2C)NC(=O)NC1c1ccc(F)cc1 (stereo not drawn),4.0,97.0,1.0,11.0,8.3,0.1,5.8,-5.7,-1.6[fluorescence artefact?]
O=C(CC1C(=O)NCCN1C(=S)Nc1ccccc1)Nc1ccc2c(c1)OCCO2 (stereo not drawn),.,126.7,.,-6.6,43.3*,23.0*,2.8,-1.1,-1.7
Cc1c(O)ccc2c3c(c(=O)oc12)CCCC3,-1.8,111.0,-2.9,-7.5,-11.9,4.8,11.6,3.1,-2.2
CCOC(=O)C(NC(=O)c1ccccc1)=C1C=C(C)OC(C)=C1,-0.3,112.7,2.4,-8.1,2.3,-2.0,10.8,5.2,-8.9
COc1cc(OC)cc(C(=O)N(Cc2cc3cc(C)ccc3[nH]c2=O)C(C)C)c1,-11.8,109.1,-1.4,24.1,-8.7,0.9,-1.0,-0.9,32.7[fluorescence artefact?]
CCC1=NC(c2ccccc2Cl)N(O)C1(C)C (stereo not drawn),-3.9,101.7,0.0,-8.8,2.5,-2.2,-1.5,-1.3,7.3
Cc1cc(Oc2nnnn2-c2ccccc2)ccc1Cl,-18.5,97.9,-1.0,3.6,-7.6,-0.5,5.3,1.1,-3.8
CC1=C(C(=O)Nc2ccc(F)cc2)C(c2ccncc2)C2=C(CCCC2=O)N1 (stereo not drawn),.,127.7,.,-34.3,23.9,0.5,6.7,7.1,-6.7
O=C(Nc1nc2c(s1)CCCC2)c1cc2n(n1)C(C(F)(F)F)CC(C1CC1)N2 (stereo not drawn),1.2,106.1,2.7,12.2,28.3,1.8,-0.3,-4.6,18.4[fluorescence artefact?]
CS(=O)(=O)N1CCN(C(=O)c2ccccc2F)CC1,-17.3,98.3,11.7,10.2,-20.8,0.6,9.5,-6.8,16.1
CCCCCn1c(SC(C)C(C)=O)nc2c1c(=O)[nH]c(=O)n2C (stereo not drawn),-17.3,105.4,-3.4,20.5,11.4,3.5,0.3,-4.3,-8.6
Cc1cccc(-c2nnc3sc(-c4ccccc4C)nn23)c1,0.9,126.2,-1.9,-15.1,.,.,.,.,-6.7
COc1ccc(NC(=O)Nc2ccc(Br)cn2)cc1OC,-27.1,94.6,-2.7,-5.8,-8.1,3.1,3.2,-6.2,-6.8
CNC(=S)N/N=C1\C(=O)c2cccc3cccc1c23,.,94.6[fluorescence artefact?],.,0.3,15.7,7.6,-1.4,-15.8,4.0[fluorescence artefact?]
Cc1cccc(C(C)C)c1NC(=O)CSc1nncn1C,5.6,.,0.2,.,7.8,-0.2,3.7,-2.9,.

# Rewritten tab-delimited: entries from further up.
SMILES	CD11b adhes inh	ERa coact pot	Mac1 fbg enh	ERa SRC1 inh	PLK1 PBD inh	FAK inh	HIV Rev-RRE inh	PLK1 inh	ERb SRC1 inh
Cc1cccc(C(C)C)c1NC(=O)CSc1nncn1C	5.6	.	0.2	.	7.8	-0.2	3.7	-2.9	.
Nn1c(-c2cccs2)nc2sc3c(c2c1=O)CCCC3	37.7	95.0[fluorescence artefact?]	-3.7	-3.1	-25.6	5.6	11.8	-4.4	-0.1

# Next structures:
SMILES,CD11b adhes inh,ERa coact pot,Mac1 fbg enh,ERa SRC1 inh,PLK1 PBD inh,FAK inh,HIV Rev-RRE inh,PLK1 inh,ERb SRC1 inh
C=CCSc1nc(Cc2ccc(Cl)cc2)nc2ccccc12,-7.3,.,69.1*,.,8.5,3.9,16.4,-11.6,.
O=C(c1cccs1)N1CCCC(c2ccccc2)C1 (stereo not drawn),-0.3,98.0,-1.4,-4.4,24.5,0.1,2.5,-6.2,-5.5
CCN(CC)c1ccc2cc(C=O)c(=O)oc2c1,16.0,110.5[fluorescence artefact?],-9.6,-4.2[fluorescence artefact?],-151.9,-1.5,140.0*[fluorescence artefact?],-42.1,3.3
Cn1cc(S(=O)(=O)N2CCC(Cc3ccccc3)CC2)c(=O)n(C)c1=O,-0.6,81.4,1.4,26.7,2.5,-0.8,2.0,-11.7,22.9[fluorescence artefact?]
Cc1[nH]c2ccccc2c1SCC(=O)N1CCN(c2ccccc2)CC1,10.5,114.1,9.3,-8.8,-18.5,-0.1,5.1,-8.8,-6.1
CCOc1cc(-c2ccc3c(c2)OCO3)cc(=O)c2c(C)oc(C)c12,17.6,72.7,-2.0,3.8[fluorescence artefact?],.,.,.,.,12.1[fluorescence artefact?]
O=C(CCN1CCCCCC1)Nc1cccc(F)c1,-9.0,112.3,-5.0,-3.9,17.0,-2.3,13.3,2.3,0.7
CCOc1ccc2[nH]c(=O)c(CN(CCCO)C(C)=O)cc2c1,4.5,119.3,-0.3,8.2[fluorescence artefact?],.,.,.,.,2.1[fluorescence artefact?]
CCC1SC2=NC(C)=C(C(=O)OCC(C)C)C(/C=C/c3ccccc3OC)N2C1=O (stereo not drawn),10.2,84.7,-2.3,-0.6,-4.9,0.7,2.1,-14.7,-8.4
